High-throughput results from PubChem BioAssay.
Tb PYK inh: inhibitors of Trypanosoma brucei pyruvate kinase; Q57TT1; TbPYK enzyme, Kinase-Glo Plus ATP luminescence, 45 min; Potency, µM (highest dose often 76.8 µM), for the others: top-dose activity, negative = inhibition, hits mostly inhibitors; 410,000 compounds, 0.12% hits; AID 624173; active = well fitted inhibition curve with a large enough effect; note: nearly all actives have a fitted effect of over 50% in size
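Enzyme and substrate buffer are dispensed first and compound is pin-transferred. ADP at 130 uM final then starts the reaction, which runs 45 min at room temperature. Detection reagent is added for 10 min before luminescence is imaged.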
* marks the source's active call; other numbers are inactive results; [ ] = remark or other dose. % is set by controls: 0 for no effect and ±100 for the full control effect; potency is the fitted concentration of half-maximal effect.

SMILES	Tb PYK inh
CCOC(=O)c1cc(-c2ccccc2)sc1NC(=O)CN1C(=O)c2ccccc2C1=O	-4%
CCC(=O)N1CCc2cc(Br)cc(S(=O)(=O)N3CCC(C(=O)Nc4ccccc4F)CC3)c21	3%
Cc1ccc(CCNC(=O)c2ccc3[nH]c(C)c(C)c3c2)cc1	-9%[15.4 µM]
CC(C)Oc1ccc(CNC(=O)c2cnc3sc(N4CCCCC4)nn3c2=O)cc1	0%
C(=NC1CCCCC1)c1c[nH]c2ccccc12	0%
O=c1[nH]c2ccccc2n1C1CCN(CCOc2ccccc2)CC1	2%
O=C(Nc1ccc(Cl)cc1)C1CCN(c2nc3ccccc3nc2C(F)(F)F)CC1	-7%
COCCNC(=O)C1CCCN(Cc2ccc(C#N)cc2)CC1 (stereo not drawn)	-6%
Oc1ccc(Nc2nc3ccccc3n3cnnc23)cc1	-5%
COc1ccc(CCNC(=O)c2c[nH]n3c(=O)c(Cc4ccccc4Cl)c(C)nc23)cc1OC	-7%
COC(=O)[C@H]1C[C@H](OC(=O)Nc2c(C)noc2C)[C@@]2(O)CN(S(=O)(=O)c3ccc(C)cc3)CC2[C@H]1C(=O)OC (stereo partly drawn)	1%
CC(C)CNC(=O)c1ccc(-c2ccc(F)c(F)c2)c2ccoc12	-2%
COc1ccc(C)cc1NC(=O)Cc1c(C(=O)O)c(C)cn1C	1%
COc1cccc(-c2cnc(C(O)c3c(C)ccc4ccccc34)[nH]2)c1 (stereo not drawn)	-2%
CC1(C(=O)NCc2cccc(Cl)c2)Cc2c(-c3ccc4c(c3)OCO4)ccnc2O1 (stereo not drawn)	-3%
COc1ccc(CNC(=O)CSc2nc3ccccc3nc2Cc2ccccc2)cc1	2%
O=S1(=O)N[C@H](Cc2ccccc2)COc2cc(N3CCN(Cc4ccccc4F)CC3)ccc21	-4%
CC(C)(C)c1ccc2cccc(F)c2n1	1%
COc1ccc(-c2nc(C)c(CCNC(=O)c3ccc(C(F)(F)F)cc3)s2)cc1OC	8%
CCCCC(=O)NC(c1ccc(Cl)cc1)c1ccc2cccnc2c1O (stereo not drawn)	4%
CC(C)CN(c1ccccc1)S(=O)(=O)c1nnc(NC(=O)C2CCCCC2)s1	-6%
COc1ccccc1OCC(=O)N/N=C(\C)c1ccc2ccccc2c1	-1%
COc1ccc(CN2C(=O)C(CC(=O)NCCN3CCOCC3)CC(C(=O)N3CCCCCC3)=C2C)cc1 (stereo not drawn)	3%
O=C(Nc1nnc([C@H]2C[C@H](O)[C@@H](CO)O2)s1)c1cccc(Cl)c1	-1%
COc1cccc(NC(=O)C2CCN(c3nc4ccccc4nc3C(F)(F)F)CC2)c1	0%
N#Cc1cccc(NC(=O)C2CCN(S(=O)(=O)c3ccc4[nH]c(=O)ccc4c3)CC2)c1	-2%
N#Cc1cccc(Nc2ncnc3c2cnn3-c2cccc(Cl)c2)c1	-6%
CC(=O)c1cccc(NC(=O)C(C)n2c(=O)cc(C)c3c(C)nn(-c4ccccc4)c32)c1 (stereo not drawn)	3%
O=C(CSc1ncc2c(n1)-c1cc(Cl)ccc1N(Cc1ccccc1F)S2(=O)=O)Nc1cccc(C(F)(F)F)c1	0%
CC(=O)N1c2ccccc2C(=O)C1N1CCN(c2ccccc2)CC1 (stereo not drawn)	-11%[15.4 µM]
Cc1ccc(CSc2ncc(Cl)c(C(=O)NCc3ccccc3)n2)cc1	-1%
c1ccc2c(c1)nnn2-c1ccncc1	2%
Cc1nn2c(-c3ccco3)ccnc2c1-c1ccc(Br)cc1	-3%
CC(C)C(=O)Nc1ccccc1OCc1cc(=O)n2ccccc2n1	5%
CC(C)C[C@H]1CNC(=O)C(=O)N1C[C@@H]1CCCN1C[C@H](Cc1ccccc1)N1C[C@H](CC(C)C)N(CCc2ccccc2)C(=O)C1=O	0%
Cc1cc(C)cc(NC(=O)CN(c2cccc(C)c2C)S(=O)(=O)c2ccccc2)c1	8%
O=C(CNC(=O)c1ccccc1)OC(C(=O)O)c1ccc(F)cc1 (stereo not drawn)	-5%
CCc1ccc(-c2[nH]c3c(c2-c2sc(C)c(C(=O)OC)c2O)c(=O)n(C)c(=O)n3C)cc1	-4%
CCCCCCCCN1C(=O)[C@H](CC(=O)NCc2cccc(C(F)(F)F)c2)C[C@@]2(C(=O)OC)CCCCC=C12	0%
CCOc1cc(/C=C2\N=C(C)OC2=O)cc(Cl)c1OCC(=O)OC	-4%
CCN1CCC(O)(C(C(=O)OC)c2ccccc2)CC1 (stereo not drawn)	-7%
CCCS(=O)(=O)NC(=O)C1(C)CCCN(C(=O)c2ccc(C(=O)OC)cc2)C1 (stereo not drawn)	2%
CCOc1ccc(NC(=O)CSc2ncc3c(n2)-c2cc(Cl)ccc2N(C)S3(=O)=O)cc1	2%
CCOC(=O)N1CCN(C(=O)C[C@@H]2C[C@@]3(C(=O)OCC)CCC=C3N(Cc3ccc4c(c3)OCO4)C2=O)CC1	-2%
Cc1nc2c(N)nn(C)c2nc1C	-10%
COc1ccc(CNC(=O)CSc2ncc3c(n2)-c2ccc(Cl)cc2N(Cc2ccc(F)cc2)S3(=O)=O)cc1OC	-20%
O=C(CSc1ncc2c(n1)-c1ccc(Cl)cc1N(Cc1ccccc1)S2(=O)=O)Nc1ccc(F)c(F)c1	0%
CC(C)CC(=O)NC1CC(=O)N(c2ccc3c(c2)OCCO3)C1 (stereo not drawn)	-3%
CNC(=O)C[C@H]1C(=O)N(CCc2ccccc2)C[C@@H]1CSC	-14%
COc1cc2c(cc1OC)CN(C(=O)CSC1=NCCS1)CC2	0%
O=C(NCCCN1CCN(c2ccccc2F)CC1)c1ccc2nc(CCc3ccccc3)oc2c1	-3%
CCOC(=O)N1CCC(NC(=O)c2cnn(-c3cccc(C)c3)c2-n2cccc2)CC1	-3%[15.4 µM]
CC(C)Cn1cnc2c(SCc3ccccc3)nc(N)nc21	-5%
Cc1ccc(-n2ncc(C(=O)N3CCC(c4ccccc4)C3)c2C2CCN(C(=O)OC(C)(C)C)CC2)cc1 (stereo not drawn)	2%
O=C(CSc1nc(-c2cccs2)cc(C(F)(F)F)n1)Nc1ccccc1Cl	7%
COc1ccccc1NC(=O)CSc1nc2ccccc2c2nc(-c3ccccc3)nn12	-2%
CCOC(=O)c1c(N)sc(C(=O)N2CCCC(C(N)=O)C2)c1C (stereo not drawn)	-8%
CCN(C(=O)CSc1nc(-c2ccc(C(C)C)cc2)no1)c1ccccc1	6%
CNC(=O)c1ccc2c(c1)N(Cc1cc(C)ccc1C)C(=O)c1ccccc1S2	-1%
COc1ccc(-c2nc3c(c(SCC(=O)N(C)c4ccccc4)n2)Cc2cc(C)ccc2O3)cc1	2%

Among those listed so far, seven contain an NH in an aromatic ring.
SMILES	Tb PYK inh
Cc1ccc(CCNC(=O)c2ccc3[nH]c(C)c(C)c3c2)cc1	-9%[15.4 µM]
C(=NC1CCCCC1)c1c[nH]c2ccccc12	0%
O=c1[nH]c2ccccc2n1C1CCN(CCOc2ccccc2)CC1	2%
COc1ccc(CCNC(=O)c2c[nH]n3c(=O)c(Cc4ccccc4Cl)c(C)nc23)cc1OC	-7%
COc1cccc(-c2cnc(C(O)c3c(C)ccc4ccccc34)[nH]2)c1 (stereo not drawn)	-2%
N#Cc1cccc(NC(=O)C2CCN(S(=O)(=O)c3ccc4[nH]c(=O)ccc4c3)CC2)c1	-2%
CCc1ccc(-c2[nH]c3c(c2-c2sc(C)c(C(=O)OC)c2O)c(=O)n(C)c(=O)n3C)cc1	-4%

Additional results.
SMILES	Tb PYK inh
C[C@@H]1CN([C@@H](C)CO)C(=O)CCCn2nncc2CO[C@@H]1CN(C)S(=O)(=O)c1ccc2ccccc2c1	-8%
Nc1c(-c2nc(-c3ccccc3)no2)nnn1CC(=O)Nc1cccc(F)c1	-1%
COc1ccc(N2CCN(C(=O)C(CC(C)C)NS(=O)(=O)c3ccc4nc(C)sc4c3)CC2)cc1 (stereo not drawn)	6%
Cc1cc(-c2ccc(C)c(S(=O)(=O)N(C)c3ccc(C)c(C)c3)c2)on1	2%
COC(=O)c1ccccc1NC(=O)Cn1ncc2c(C)n(Cc3ccc(F)cc3)c(C)c2c1=O	-2%
C=CCN1CCc2c(cc(O)c(O)c2Br)[C@@H](c2ccccc2)C1	-7%
Cc1ccc(CS(=O)(=O)c2cn(CC(=O)N(C)c3ccccc3)c3ccccc23)cc1	-12%[15.4 µM]
CCCOc1ccc(NC(=O)CC2C(=O)N(c3ccccc3)C(=O)N2Cc2ccc(F)cc2)cc1 (stereo not drawn)	4%
COC(=O)c1ccc2c(=O)n3nc(Nc4cc(OC)ccc4OC)sc3nc2c1	0%
CC[C@H](C)[C@H]1CNC(=O)C(=O)N1CC1CCN(CCCc2ccc(OC)c(OC)c2)CC1	-3%
CCN1C(=O)NC(=O)C2(CCCC2)C1=O	-3%
CCCNc1ncnc2[nH]ncc12	2%
Cc1ccc(CN2CCSc3ccc(C(=O)N4CCN(c5ccccc5)CC4)cc32)cc1	-13%
Cc1ccccc1Nc1cc(C(=O)NCCCN2CCN(c3cccc(Cl)c3)CC2)c2ccccc2n1	-1%
CCN(CC)c1ccc(NC(=O)Cn2nc(C)n3cccc3c2=O)c(C)c1	-13%

Six records drawn at random from the list so far, as already listed:
SMILES	Tb PYK inh
COC(=O)c1ccc2c(=O)n3nc(Nc4cc(OC)ccc4OC)sc3nc2c1	0%
Cc1ccc(CS(=O)(=O)c2cn(CC(=O)N(C)c3ccccc3)c3ccccc23)cc1	-12%[15.4 µM]
CC[C@H](C)[C@H]1CNC(=O)C(=O)N1CC1CCN(CCCc2ccc(OC)c(OC)c2)CC1	-3%
CCN1C(=O)NC(=O)C2(CCCC2)C1=O	-3%
Cc1ccccc1Nc1cc(C(=O)NCCCN2CCN(c3cccc(Cl)c3)CC2)c2ccccc2n1	-1%
COC(=O)c1ccccc1NC(=O)Cn1ncc2c(C)n(Cc3ccc(F)cc3)c(C)c2c1=O	-2%

Following part.
SMILES	Tb PYK inh
COc1cccc(-c2ccc(CN3C(C)C(=O)N(Cc4cn(Cc5ccco5)nn4)CCS3(=O)=O)cc2)c1OC (stereo not drawn)	-5%
O=C(Nc1ccn(CCCN2CCN(Cc3ccc(F)cc3)CC2)c(=O)n1)OCc1ccccc1	5%
CSc1cccc(NC(=O)c2cccc(N3CCCS3(=O)=O)c2)c1	-8%
CCc1ccccc1NC(=O)Cn1c(=O)n(Cc2ccc(OC)cc2)c(=O)c2oc3ccccc3c21	-3%
CCCCC1CC2=C(C(=O)OC(C)(C)O2)C(c2ccc(Cl)cc2)O1 (stereo not drawn)	-2%
Cc1ccccc1CSc1nc2c([nH]c3ccccc32)c(=O)n1-c1ccccc1	4%
O=C1[C@H](Cc2ccccc2)NCC=CC[C@H](c2ccc(Cl)cc2)N1Cc1ccccc1	5%
CCN(CC)C(=O)C1=C(C)N(CCCN2CCCC2=O)C(=O)C(CC(=O)NC(c2ccccc2)c2ccccc2)C1 (stereo not drawn)	-8%
Cc1cc(Nc2ccccc2C)c2cccc(C)c2n1	-2%
COc1ccc(/C=C(/C#N)c2nc(-c3cc4ccccc4oc3=O)cs2)cc1	-1%
Cc1ccccc1OCCCn1c(-c2ccc(Cl)cc2)nc2ccccc2c1=O	-11%
CCc1ccccc1NC(c1nnc(-c2cccc(F)c2)o1)c1ccc(F)cc1Cl (stereo not drawn)	3%
Cc1ccc(NC(=O)CCn2c(=O)c3cccn3c3ccccc32)cc1Cl	7%
Cc1cccc(C(=O)N(C(=O)c2cccc(C)c2)N(C)C)c1	3%
CCOc1ccccc1CNC(=O)C1CCN(S(=O)(=O)c2c(C)noc2/C=C/c2ccc(C)cc2)CC1	4%
CC(C)c1ccc(-c2noc(SCC(=O)N3CCCCC3)n2)cc1	-5%
Cc1cccnc1C1=NOC(Cc2ccccc2)C(=O)N1CCOc1ccc(F)cc1 (stereo not drawn)	4%
COc1ccc(Nc2cc(C(=O)NCCCN(C)C3CCCCC3)c3ccccc3n2)c(OC)c1	-8%
CS(=O)(=O)c1ncc(Cl)c(C(=O)Nc2c(C(=O)Nc3ccccc3)oc3ccccc23)n1	5%
O=C1CC(c2ccc(Cl)cc2)Sc2nc(-c3ccc(F)cc3)nn21 (stereo not drawn)	3%
Cc1ccc(C)c(N2CCN(c3nc4ccc(C(=O)c5ccccc5)cc4n4cnnc34)CC2)c1	4%
C=CCOC(=O)C1=C[C@H](c2ccc(C(F)(F)F)cc2)C[C@H](OCCCCO)O1	-3%
C[C@H]1CCCCO[C@H](CN(C)Cc2ccncc2)[C@@H](C)CN([C@@H](C)CO)C(=O)c2cc(NS(=O)(=O)c3ccccc3)ccc2O1	7%
CC(C)CNC(=O)Nc1cc(C(=O)NCc2ccc(C(C)C)cc2)ccc1N1CCCC1	4%
CN1CCCCC1(C)C(=O)NCc1cc(Cl)ccc1F (stereo not drawn)	1%
CCCCNC(=O)C1(C)CCC(=O)N1C1CC1 (stereo not drawn)	-5%
COc1ccc(-c2cc(N3CCN(CCO)CC3)n3nccc3n2)cc1	-2%
Cc1ccc(NC(=O)Cn2nnc3sc4c(c3c2=O)CCCC4)c(C)c1	3%
O=C(CSc1nc(=O)[nH]c2c1CCC2)NCc1ccccc1Cl	-6%
CCN(C(=O)c1cc2c(s1)-c1c(C)cccc1OC2)c1cc(C)ccc1C	0%
CCCn1c(=S)[nH]c2cc(C(=O)N3CCN(c4ccccc4)CC3)ccc2c1=O	-2%
CC1(C(=O)NCc2cccc(C(F)(F)F)c2)CCN1C1Cc2ccccc2C1 (stereo not drawn)	-7%
COc1ccc(-c2nc(CSCC(=O)N3CCN(c4ccc(OC)cc4)CC3)c(C)o2)cc1	3%
CC1(C)CC(=Cc2cc(O)ccc2[N+](=O)[O-])C(=O)c2ccccc21	8%
CCOc1ccc2nc(NC(=O)c3ccccc3)sc2c1	-25%
Cc1cccnc1C(NC(=O)C1CCN(Cc2ccc(Cl)c(Cl)c2)CC1)c1ccc(Cl)cc1 (stereo not drawn)	-3%
COc1ccc(C(=O)CCC(=O)Nc2cccc(C(C)=O)c2)cc1	0%
CCCOc1ccc(C(=O)Nc2c(C(=O)c3ccc(C)cc3)oc3ccccc23)cc1	5%

An excerpt, so the mix of outcomes need not match the whole.
